HTR5A ag ctr – activates human HTR5A in OPRM1-OPRD1 agonist counter-screen; P47898; HTR5A agonist assay, luminescence, cell-based; activation, % at 9.3 µM; 340,000 compounds, 0.61% hits; in the data active = activation mostly above about 9.5%, no sharp cut-off; inactive = mostly below about 7.6%;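 note: 0% = cells with vehicle only and 100% = reference agonist; strong numbers were not always called active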
Target sequence (P47898 whole entry, looked up): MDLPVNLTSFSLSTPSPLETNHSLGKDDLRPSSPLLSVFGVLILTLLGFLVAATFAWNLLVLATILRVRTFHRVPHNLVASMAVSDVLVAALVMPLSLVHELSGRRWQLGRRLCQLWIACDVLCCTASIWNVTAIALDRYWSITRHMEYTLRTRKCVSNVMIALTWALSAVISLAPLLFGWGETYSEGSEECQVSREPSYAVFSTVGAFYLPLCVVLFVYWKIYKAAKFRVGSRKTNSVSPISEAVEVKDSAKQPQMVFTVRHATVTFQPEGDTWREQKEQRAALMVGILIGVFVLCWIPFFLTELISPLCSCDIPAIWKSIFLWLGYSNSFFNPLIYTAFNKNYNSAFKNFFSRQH
PvdQ inh – blocks Pseudomonas aeruginosa PvdQ acylase activity; purified PvdQ acylase, fluorescence plate reader; inhibition, % at 10 µM; 340,000 compounds, 0.063% hits; in the data active = inhibition above about 30%, passing the limit was not always enough; inconclusive = no clear call, values can overlap the other calls;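 note: 0% = vehicle neutral wells and 100% = reference inhibitor wells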
Rtt109 HAT inh – blocks Candida albicans Rtt109/Vps75 acetyltransferase activity | Q5AAJ8 | purified Rtt109/Vps75, ThioGlo CoA-SH fluorescence, 4 h | inhibition, % at 34.9 µM | 330,000 compounds, 0.16% hits;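 active = inhibition of at least 50% in every replicate; inconclusive = best replicate reaches 50% inhibition but some replicates fall short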
Target sequence (Q5AAJ8 whole entry, looked up): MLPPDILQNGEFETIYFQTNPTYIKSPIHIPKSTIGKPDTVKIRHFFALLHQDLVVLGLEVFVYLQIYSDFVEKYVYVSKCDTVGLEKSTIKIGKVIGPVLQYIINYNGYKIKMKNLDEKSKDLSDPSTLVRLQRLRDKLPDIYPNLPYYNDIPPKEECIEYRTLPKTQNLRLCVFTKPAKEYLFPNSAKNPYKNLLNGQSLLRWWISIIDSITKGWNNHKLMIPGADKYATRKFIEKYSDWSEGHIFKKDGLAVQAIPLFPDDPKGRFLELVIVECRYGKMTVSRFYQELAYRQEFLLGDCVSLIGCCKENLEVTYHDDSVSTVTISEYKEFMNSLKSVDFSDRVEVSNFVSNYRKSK
CDK5 inh – CDK5/p35 (human) kinase inhibition | Q00535+Q15078 | Recombinant CDK5/p35, ADP-Glo luminescence, 60 min | inhibition, % at 10 µM | 330,000 compounds, 0.01% hits | AID 488839;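 active = highest replicate inhibition of at least 50% and at least 75% of replicates reaching 50%; inconclusive = only one of the two criteria met; inactive = both criteria failed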;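 note: plate controls were DMSO neutral control for no effect and GW8510 at 10 µM for full effect; many of its hits are not listed in these tables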
SR-BI DiI inh – blocks mouse SR-BI lipid uptake from DiI-HDL. AID 488896. 320,000 compounds, 0.96% hits. Q61009. inhibition, % at 12.5 µM. ldlA[mSR-BI] CHO cells, DiI-HDL uptake fluorescence, 3 h;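 active = mean replicate inhibition of at least 70% and a set share of replicates each scoring 70 or more; inconclusive = meets just one of the two criteria; inactive = fails both criteria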;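 note: 0% = median of neutral control wells and 100% = median of positive control wells; values of inactives mirror those of a sister screen read the other way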
RTF Ca sens act – increases calcium sensitivity of human cardiac regulated thin filaments. IANBD-labeled TnC RTF fluorescence at EC20 calcium; 0% EC20 calcium, 100% full calcium. activation, % at 7.2 µM. 340,000 compounds, 0.24% hits. AID 493008. P19429+P45379;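 active = activation above the mean over all tested compounds plus 3 SD, cut at about 30% in these data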;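 note: rise in fluorescence read as greater calcium sensitivity of cardiac thin filaments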
MITF TRPM1 HTS – MITF TRPM1 promoter activation in melanoma cells | 300,000 compounds, 0.75% hits | AID 588334 | SK-MEL-5 TRPM1-promoter luciferase, 24 h; % of positive control, neutral wells = 0 | activation, % at 12.5 µM;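 active = mean activation of at least 80% with every replicate also reaching 80%; inconclusive = mean reaches 80% but some replicate falls short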;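 note: 0% = neutral control wells and 100% = parthenolide positive control wells; values of inactives mirror those of a sister screen read the other way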
dFosB act – mouse delta FosB homodimer activation; P13346; purified delta FosB, TAMRA-CDK5 oligo fluorescence polarization; percent of positive-control signal above neutral wells; AID 493131; activation, % at 25 µM; 340,000 compounds, 0.99% hits;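 active = mean activation above about 17%, with every replicate also reaching it, limit read from the data, passing the limit was not always enough; inconclusive = only one of the two conditions met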;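 note: fluorescence polarization rise as delta FosB binds a TAMRA Cdk5 AP-1 oligo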
Target sequence (P13346 whole entry, looked up): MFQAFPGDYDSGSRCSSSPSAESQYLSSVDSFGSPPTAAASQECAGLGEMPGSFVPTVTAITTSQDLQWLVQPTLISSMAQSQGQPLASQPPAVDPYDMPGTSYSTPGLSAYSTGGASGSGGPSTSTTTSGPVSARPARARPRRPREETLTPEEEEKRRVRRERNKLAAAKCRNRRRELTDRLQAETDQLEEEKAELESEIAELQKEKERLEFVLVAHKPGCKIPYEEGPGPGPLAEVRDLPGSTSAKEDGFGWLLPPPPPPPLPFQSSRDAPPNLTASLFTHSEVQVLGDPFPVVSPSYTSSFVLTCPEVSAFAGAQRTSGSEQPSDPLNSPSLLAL
Wnt act – activates Wnt/beta-catenin signaling in a reporter cell assay | activator, plate reader | activation, % at 9.35 µM | 300,000 compounds, 1.2% hits; in the data active = activation above about 30%, passing the limit was not always enough; inconclusive = no clear call, values can overlap the other calls;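 note: 0% = neutral control wells and 100% = positive control wells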
SR-BI uptake up – activators of SR-BI mediated HDL lipid uptake; CHO ldlA[mSR-BI] cells, DiI-HDL uptake fluorescence, 3 h; 100 = double the neutral-control signal; activation, % at 12.5 µM; 320,000 compounds, 0.096% hits; AID 504775;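 active = mean replicate activation of at least 60% and every replicate at or above 60%; inconclusive = mean or all-replicate condition met, but not both; inactive = mean below 60% and not all replicates reaching 60%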;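 note: 0% = median plate neutral-control signal and 100% = twice that signal; values of inactives mirror those of a sister screen read the other way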
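Material: SR-BI-overexpressing, LDLR-lacking CHO cells; schedule: compound exposure 3 h, 37 °C; reagent: DiI-labelled HDL at 10 µg/mL final; technique: bottom-read fluorescence, 550/595 nm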
The depositor's hits bear a star; u = inconclusive; x = not tested or not shown.

SMILES	HTR5A ag ctr	PvdQ inh	Rtt109 HAT inh	CDK5 inh	SR-BI DiI inh	RTF Ca sens act	MITF TRPM1 HTS	dFosB act	Wnt act	SR-BI uptake up
CC1=C(C(=O)Nc2ccccn2)C(c2ccc(Br)cc2)n2ncnc2N1 (stereo not drawn)	0	-8	5	-1.6	-10	2	x	-6	17	10
COc1cc(OC)cc(C(=O)Nc2cccc(NC(=O)c3cc(OC)cc(OC)c3)n2)c1	1	-9	-8	0.5	82*	1	x	-7	1	-82
O=S(=O)(Nc1ccccc1)N1CCCCC1	-2	-1	-3	0.9	7	0	10	8	-1	-7
Cc1ccc2oc(-c3ccc(C)c(NC(=O)Cc4cccs4)c3)nc2c1	-1	-5	-4	-2.1	-20	-6	38	5	x	20
Cc1ccc(-n2cccn2)c(CN2CCCC(CNC(=O)c3ccc(F)cc3)C2)c1 (stereo not drawn)	7	-7	-4	-0.6	-8	4	-8	-14	0	8
O=S(=O)(CCSc1nc2ccccc2o1)c1nc2ccccc2s1	3	-10	9	1.3	-24	-4	-53	-2	-1	24
Cc1cc(C)nc(N/N=C/c2ccccc2OCc2ccc(Cl)cc2)n1	1	-9	-4	-6.6	29	-5	24	-3	35*	-29
COc1ccc(C2=C/C(=C/c3cccnc3)C(=O)O2)cc1OC	-2	-2	-2	0.4	-4	4	-8	-7	6	4
COc1cc(C(=O)COC(=O)c2cc([N+](=O)[O-])ccc2N2CCOCC2)ccc1OC(F)F	5	-14	-1	0.8	85*	-10	-12	-2	-1	-85
O=C(CSc1nc2ncc(Br)cc2[nH]1)c1cccc([N+](=O)[O-])c1	0	-26	0	1.6	13	16	-9	-7	x	-13
Cc1ccc(C(=O)Nc2ccnc(-c3ccncc3)n2)cc1	1	-14	-7	-3.8	4	-1	7	-24	-5	-4
O=C(Nc1ccccc1)Nc1cccc2nsnc12	0	-5	3	4.4	9	-4	35	-9	40*	-9
CCCNC(=O)CS(=O)(=O)c1ccccc1	5	-15	-7	-1.9	-9	-4	24	1	-2	9
CCOc1ccc(-n2c(SCC(=O)Nc3ccc(Br)cc3)nc3n[nH]c(C)c3c2=N)cc1	0	-14	-2	0.9	-10	1	-57	4	-32	10
Cc1ccc(S(=O)(=O)CCC(=O)OCc2ccc(S(=O)(=O)C(C)C)cc2)cc1	0	-6	-8	0.5	-18	1	-4	-12	0	18

Part of the list above in another layout.
> O=S(=O)(CCSc1nc2ccccc2o1)c1nc2ccccc2s1
  HTR5A ag ctr: 3 | PvdQ inh: -10 | Rtt109 HAT inh: 9 | CDK5 inh: 1.3 | SR-BI DiI inh: -24 | RTF Ca sens act: -4 | MITF TRPM1 HTS: -53 | dFosB act: -2 | Wnt act: -1 | SR-BI uptake up: 24

> Cc1cc(C)nc(N/N=C/c2ccccc2OCc2ccc(Cl)cc2)n1
  HTR5A ag ctr: 1 | PvdQ inh: -9 | Rtt109 HAT inh: -4 | CDK5 inh: -6.6 | SR-BI DiI inh: 29 | RTF Ca sens act: -5 | MITF TRPM1 HTS: 24 | dFosB act: -3 | Wnt act: 35* | SR-BI uptake up: -29

Following part
SMILES	HTR5A ag ctr	PvdQ inh	Rtt109 HAT inh	CDK5 inh	SR-BI DiI inh	RTF Ca sens act	MITF TRPM1 HTS	dFosB act	Wnt act	SR-BI uptake up
O=C(NCc1cccnc1)C(=O)N/N=C/c1ccc([N+](=O)[O-])cc1	4	6	-1	0.3	1	-2	8	1	-1	-1
COCCNC(=O)CN1CCC(n2c(C)nc3cc(C(F)(F)F)ccc32)CC1	-3	-11	4	-1.0	-3	9	x	-7	1	3
CCOc1ccc(NC(=O)/C=C/c2ccc(OC)cc2)c([N+](=O)[O-])c1	2	-17	-2	1.2	25	-5	-10	-3	-3	-25
O=C(CCNC(=O)c1ccco1)NCCc1ccc(Cl)cc1	9	20	42	0.2	-18	-3	6	-4	0	18
COc1ccc(S(=O)(=O)NNC(=O)c2ccc(-n3c(C)ccc3C)cc2)cc1	x	6	17	1.0	-2	x	x	-1	-3	2
COc1cc([N+](=O)[O-])ccc1NC(=S)NNC(=O)c1ccc2c(c1)OCO2	4	1	3	-2.7	26	8	-10	-5	-1	-26
CCOC(=O)CN1C(=O)C(O)(CC(=O)c2ccco2)c2ccccc21 (stereo not drawn)	-4	-7	-17	0.7	-3	-6	-9	7	x	3
COCCOc1ccc(C(F)(F)F)cc1NC(=O)c1ccc(C(F)(F)F)cc1	4	21	4	-0.8	18	1	-3	0	0	-18
COc1ccc(S(=O)(=O)N(C)CC(=O)NCc2ccccn2)cc1	0	-14	3	0.6	x	-3	x	6	1	x
COc1ccc(-c2c(-c3ccc(O)cc3O)n[nH]c2C(F)(F)F)cc1	1	10	7	-0.6	17	2	-29	-14	-3	-17
Cc1ccc(-c2nnc(SCC(=O)N/N=C/c3ccc(C)s3)n2-c2ccc(C)cc2)cc1	1	-6	-7	0.3	0	-4	17	-11	-2	0
CSc1ccccc1C(=O)Nc1cccc(C(C)=O)c1	3	-1	-16	-0.6	-6	4	0	2	x	6
Cc1cccc(C)c1NC(=O)N1CCCCCCC1	-3	4	x	-2.5	-1	1	3	2	0	1
COc1cccc(CN2CCNC(=O)C2CC(=O)NCCOc2cccnc2)c1OC (stereo not drawn)	-1	-9	2	-0.8	-12	4	0	-5	-4	12
O=C(OCC(=O)N1CCCc2ccccc21)c1cc(Cl)ccc1O	-1	-12	-17	1.5	-7	3	-4	-5	0	7
CC1=NN(C(=O)c2ccccc2Cl)C(O)(c2cccnc2)C1 (stereo not drawn)	-2	-5	-10	2.3	-8	-5	-12	4	-1	8
CC1=C(C(=O)OC2CCCC2)C(c2coc3ccccc3c2=O)C2=C(CCCC2=O)N1 (stereo not drawn)	-6	-4	1	1.9	-7	-7	-11	-5	0	7
CO[C@@H]1O[C@@H]2COC(c3ccccc3)O[C@@H]2[C@@H](OC)[C@@H]1O (stereo partly drawn)	3	-1	-6	-8.0	-1	5	-8	-5	-1	33
C=CCNC(=O)C1CCN(c2nc(C)cc(-c3ccccc3)n2)CC1	-3	-12	-10	-0.4	16	-2	34	-7	8	-16
O=C(NCCc1ccccc1)C(=O)NCC1OCCN1S(=O)(=O)c1cc(F)ccc1F (stereo not drawn)	-1	1	-1	-1.0	13	4	x	-5	0	-13
O=C(NC(=S)NNC(=O)c1cnccn1)c1ccc(Cl)cc1	0	-6	3	0.2	29	0	-43	4	1	-29
O=S(=O)(NCC(c1cccnc1)N1CCN(c2ccccc2)CC1)c1cc(F)ccc1F (stereo not drawn)	0	-7	5	-0.6	-16	-2	13	-8	x	16
O=c1[nH]c(=O)n(Cc2ccco2)c2c1C(C(F)(F)F)(C(F)(F)F)N=C(C1CCCCC1)N2	1	-15	-3	-3.4	-24	0	1	2	x	24
Cc1ccc(NC(=O)CN2CCC(NC(=O)Cc3ccccc3)CC2)c(C)c1	-7	-12	3	-2.0	-1	-6	-9	0	-2	1
COc1ccc(C(=O)OC(C)CN2CCOCC2)cc1 (stereo not drawn)	-1	-8	2	-0.1	3	-2	10	4	-1	-3
Cn1c2c(c(=O)n(C)c1=O)C(c1ccc(C(F)(F)F)cc1)CC(=O)N2 (stereo not drawn)	3	1	1	1.2	-16	2	-5	4	-4	16
Cc1cc(C)cc(OCC(=O)Nc2ccncc2)c1	0	-7	4	2.2	-13	-7	0	6	0	13
COc1ccc(N2CCN(CCCNC(=O)c3ccc(CS(=O)(=O)c4ccc(Cl)cc4)o3)CC2)cc1	0	3	-4	0.8	18	-7	-11	-8	12	-18
COC(=O)c1c(C)[nH]c(C(=O)C(C)OC(=O)C2CC2C)c1C (stereo not drawn)	-1	-7	-10	-0.8	15	-6	4	4	6	-15
CCCS(=O)(=O)Nc1ccc2cn[nH]c2c1	0	0	8	0.5	-22	2	-23	-10	-1	22
O=C(c1ccc(N2CCCC2)c([N+](=O)[O-])c1)N1CCN(S(=O)(=O)c2ccccc2)CC1	0	3	10	1.5	11	-7	-5	-13	-4	-11
CN(Cc1ccncc1)C1CC(=O)N(c2ccc(Cl)cc2)C1=O (stereo not drawn)	-12	-4	-4	-0.6	-3	0	3	-2	x	3
COc1ccc(CCC(=O)OCC(=O)Nc2sccc2C(N)=O)cc1	0	6	4	0.6	-26	-2	-4	-5	1	26
COc1ccc(OC(=O)c2cnc3n(c2=O)CCS3)cc1	-3	-15	-29	-0.2	-17	6	-5	-6	-1	17
CCCOc1ccc(CN2CCOCC2)cc1OC	0	-2	-12	0.7	-36	1	-3	0	-1	36
N#CC(C#N)=Cc1ccc(OC(=O)c2ccccn2)cc1	2	-12	8	0.7	-12	-3	20	-5	-2	12
O=C(Nc1nc(-c2cc(F)ccc2F)cs1)C1=NN(c2ccccc2)C(=O)CC1	-1	11	-3	1.0	35	1	-2	-14	1	-35
Cc1cccc[n+]1CC(=O)/C=C1\N(C)c2ccccc2C1(C)C	-1	-11	21	0.4	-31	6	-34	u	-10	31
CC(=O)c1c(C)[nH]c(C(=O)COC(=O)c2c(-c3ccccc3)noc2C)c1C	2	-10	-2	-0.1	57	-5	0	-6	0	-57
C=CCNc1nc(N)c([N+](=O)[O-])c(Nc2cccc(Cl)c2)n1	-1	7	-1	0.5	25	-4	8	2	3	-25
COc1cc(=O)oc(CCC(C)O)c1C (stereo not drawn)	-1	4	1	-2.1	-5	-4	0	0	-1	5
COc1ccc(NC(=O)CCC(=O)Nc2ccc3nc(N4CCOCC4)cc(C)c3c2)c(OC)c1	-4	1	1	0.8	68	-6	60	-2	3	-68
O=C(/C=C/c1ccccc1)NC(N1CCOCC1)C(Cl)(Cl)Cl (stereo not drawn)	4	-26	2	-3.3	-1	1	6	-10	3	1
Cc1cc(Cl)ccc1OC(C)C(=O)NN=C1CCCCCC1 (stereo not drawn)	2	14	23	0.2	x	-1	0	-4	-1	x
Cc1ccc(S(=O)(=O)N(C)C)cc1NC(=O)c1ccc2ccccc2n1	-1	20	-4	0.9	11	-1	-6	-5	1	-11
O=C(Cc1ccccc1)Nc1ccc2oc(-c3cccnc3)nc2c1	1	-3	-22	0.1	5	0	13	22*	x	-5
O=C(O)C1CCCCC1C(=O)NCCCCc1ccccc1 (stereo not drawn)	1	-4	0	0.4	-7	-7	15	-5	x	7
O=C(Nc1ccc(Cl)cc1)N1CCCN(c2ccc(C(F)(F)F)cc2[N+](=O)[O-])CC1	3	18	-10	1.8	44	-1	x	-3	-1	-44
CCSc1nc2ccccc2n1CC(=O)OC	-5	2	10	-0.1	-9	-8	-1	-6	0	9
CCOC(=O)N1CCN(c2ccnc3cc(Cl)ccc23)CC1	5	-12	-16	-2.0	22	-3	3	-12	-1	-21
CC(=O)N1CCOCCOCCN(C(C)=O)CCOCC1	6	-7	-20	-0.1	-24	0	-1	1	1	24
CCCc1nnc2n1N=C(c1ccc(C)cc1)CS2	-1	-19	5	0.0	13	-2	-7	-7	-1	-13
CCOC(=O)Cc1csc(NS(C)(=O)=O)n1	7	6	0	8.8	15	7	-3	2	-3	-15
Cc1cc(Cl)ccc1OCC(=O)OCC(=O)Nc1cccnc1Cl	-2	-8	-10	1.4	-8	4	2	-8	-1	8
